Screening results (PubChem BioAssay)
CCT chaperon mod: modulators of cytosolic chaperonin (CCT/TRiC) activity; purified chaperonin ATPase assay, HTRF ADP detection, 30 min; actives 0.3% (n = 360,000); activity change, % (concentration not given with the values), hits read low; in the data active = activity change below about -30%; also: % is scaled to controls: 0 for no effect and ±100 for the full control effect
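ATPase activity: ADP formed was measured by HTRF Transcreener (665/615 nm ratio) after 30 min at 37 deg C with 10 uM ATP. Compounds screened at one 76 uM concentration against 40 or 20 nM TRiC in Tris pH 7.4/KCl/MgCl2/DTT buffer.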
MmCpn inh: inhibitors of Methanococcus maripaludis chaperonin (MmCpn); purified Mm-Cpn ATPase, ADP Transcreener TR-FRET; Potency, µM (highest dose often 76.9 µM), without a hit: at the top dose activity, negative = inhibition, most hits filed as inhibitors; actives 0.031% (n = 330,000); AID 504842; also: potency is read from the fitted curve at half-maximal effect; % is scaled to controls: 0 for no effect and ±100 for the full control effect; nearly all actives have a fitted effect of over 80% in size
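Eu-cryptate anti-ADP/ADP-d2 competition gives a ratio inversely related to ADP. Enzyme at 25 nM was pre-exposed to compound for 10 min, then given 10 uM ATP for 30 min, 37°C throughout.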
HepG2 tox: counter-screen for TGF-b inhibitors: cytotoxicity in HepG2 cells | HepG2 CAGA-GFP viability, ATP luminescence, 18 h | Potency, µM (highest dose often 46.1 µM), for inactives: at the highest dose activity change, negative = cytotoxicity, actives largely listed as cytotoxic | actives 0.76% (n = 410,000); also: potency is read from the fitted curve at half-maximal effect; some results filed as inactive show a strong effect at the top dose
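HepG2 CAGA-GFP cells (1000/well, DMEM with 1% FBS) received compound, then TGF-beta at 500 pg/mL final, and were incubated 18 hours at 37 degrees C. Viability was read by CellTiter-Glo luminescence. Media-only wells were set as complete cell-killing and DMSO as no toxicity.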
TGFb SMAD3 inh: inhibitors of TGF-b signaling; HepG2 CAGA-GFP TGF-b/SMAD3 reporter, GFP fluorescence, 18 h; TGF-beta stimulated, 500 pg/mL final; Potency, µM (titrated, usually from 46.1 µM), inactives show at the top dose activity, negative = inhibition, actives largely listed as inhibitors; actives 1.2% (n = 410,000); also: potency is read from the fitted curve at half-maximal effect; % is scaled to controls: 0 for no effect and ±100 for the full control effect; nearly all actives have a fitted effect of over 65% in size
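HEPG2 CAGA-GFP cells (1000/well, DMEM with 1% FBS) were pre-incubated 2 h at 37 degrees C, given compound by pin tool, then stimulated with TGF-beta at 500 pg/mL final for 18 h before per-cell GFP fluorescence imaging.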
Akt phos inh: Akt phosphorylation inhibition; AID 651550; Neuro2A IGF-stimulated pAkt S473 HTRF, 20 min; active compounds read low; activity change, % for hits at 50 µM; actives 0.32% (n = 360,000); in the data active = activity change below about -80%; inconclusive = mostly about -51% to -80%; also: % is scaled to controls: 0 for no effect and ±100 for the full control effect
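Neuro2A cells in DMEM with 0.5% FBS, overnight at 37 deg C, given compound at single 50 µM final, then IGF (6 nM final) for 20 min at 37 deg C. Lysed; phospho-Akt Ser473 by HTRF after 24 h, 665/615 ratio.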
S2 tox: cell viability loss in ATXN counter-screen; Potency, µM (titrated, usually from 56.7 µM), usual class: cytotoxic; actives 0.49% (n = 400,000); S2 cells (HEK-293 line with an ATXN2-luciferase reporter) viability, CellTiter-Fluor protease fluorescence, 24 h; AID 651635; also: potency is read from the fitted curve at half-maximal effect; nearly all actives have a fitted effect of over 40% in size
Nrf2 ARE act: activators of Nrf2 (ARE) signaling; AREc32 ARE-luciferase reporter (MCF7-derived line), luminescence, 24 h; Potency, µM (titrated, usually from 46.1 µM), without a hit: at the highest dose activation, hits mostly activators; actives 0.31% (n = 410,000); AID 624171; also: potency is read from the fitted curve at half-maximal effect; % of control where 0% means no effect; nearly all actives have a fitted effect of over 65% in size
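For detection, Steady-Glo was added and plates sat 30 min at RT; before that, AREc32_Fluc cells grown overnight in OPTI-MEM/5% FBS had been treated with 23 nL compound for 24 hr at 37 deg C.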
Nrf2 block: blocks Nrf2 signaling. Potency, µM (series often up to 46 µM), without a hit: top-dose activity change, negative = inhibition, usual class: inhibitors. actives 2.1% (n = 360,000). A549 ARE-Fluc reporter, luciferase luminescence, 18-24 h. AID 504444; also: potency is read from the fitted curve at half-maximal effect; % is scaled to controls: 0 for no effect and ±100 for the full control effect; nearly all actives have a fitted effect of over 60% in size
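Nrf2 function is reported as luminescence of an ARE-controlled luciferase in A549 cells. Compounds were tested at several concentrations, and a CellTiter-Fluor read on the same wells flagged cytotoxicity.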
A549 viability: A549 cytotoxicity, counter-screen for Nrf2 inhibitors. AID 504648. actives 0.16% (n = 390,000). Potency, µM (doses to about 46 µM), without a hit: at the highest dose activity change, negative = cytotoxicity, hits mostly inhibitors. A549 ARE-Fluc cells, CellTiter-Fluor viability, 18-24 h; also: potency is read from the fitted curve at half-maximal effect; % is scaled to controls: 0 for no effect and ±100 for the full control effect
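A549 ARE_Fluc cells in 5% FBS OPTI-MEM were exposed to compounds in concentration-response for 18-24 h at 37 deg C. Viability was read by CellTiter-Fluor fluorescence (Ex 405/Em 525) after 30 min, before the luciferase read.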
The depositor's hits bear a star; i = inactive; u = inconclusive; x = no result given; [ ] = another dose, or the depositor's remark. Unless noted, calls follow the shape of the dose curve; as a rule, active = well fitted curve in the direction sought with a large enough effect; inconclusive = small, poorly fitted or top-dose-only effect, or another doubt; inactive = no such curve, though single readings can be large; an effect the other way counts as inactive or inconclusive. An unsorted share of the library. About 4.4% of those tested had a hit in this group.

SMILES	CCT chaperon mod	MmCpn inh	HepG2 tox	TGFb SMAD3 inh	Akt phos inh	S2 tox	Nrf2 ARE act	Nrf2 block	A549 viability
CSc1ccc(CN(C)C(=O)C23CC4CC(CC(Cl)(C4)C2)C3)cc1	-2.7	2%	-7%	-10%	i	i	-0.2%	u	-10%
CCOC(=O)C1=C(C)N(C[C@@H]2CC[C@@H](Cc3ccc(-c4ccccc4)cc3)O2)C(=O)NC1c1ccc([N+](=O)[O-])cc1 (stereo partly drawn)	0.3	1%	-11%	-19%	i	u	6.4%	-22%	-1%
Cc1cc(CNC(=O)COc2ccc([N+](=O)[O-])cc2)c2ccccc2n1	2.5	2%	-10%	5%	i	i	-0.2%	-29%	-3%
CN(C)c1ccc(NC(=O)CN2C(=O)c3ccccc3Sc3ccc(C(=O)N4CCCC4)cc32)cc1	x	x	-11%	-11%	x	u	10%	x	-4%
COc1ccc(NC(=O)C2CCCN(S(=O)(=O)c3ccc(Cl)cc3)C2)cc1 (stereo not drawn)	x	x	-1%	-27%	x	x	-1.0%	8%	2%
CCCC1(c2ccccc2)NC(=O)N(CC(=O)NCc2ccc(C)cc2)C1=O (stereo not drawn)	1.4	0%	0%	u	i	i	-0.4%	-5%	2%
Cc1ccc(S(=O)(=O)n2c(=O)oc3ccccc32)cc1	0.7	1%	-14%	-13%	i	i	-1.1%	-3%	0%
CC(=O)OCC(=O)[C@@]1(O)[C@H](C)C[C@H]2[C@@H]3CCC4=CC(=O)C=C[C@]4(C)[C@@]3(F)[C@@H](O)C[C@@]21C	0.8	-7%[15.4 µM]	-24%	-13%	i	i	-0.2%	x	-11%
CC(=O)c1cc2c(cc1NC(=O)CSc1nc3ccccc3o1)OCO2	0.7	-2%	-1%	0%	x	i	u	22%	-2%
Cc1onc(-c2c(F)cccc2Cl)c1C(=O)OCC(=O)NC(c1ccccc1)c1ccccc1	1.8	1%	-1%	18%	x	i	0.2%	x	-9%
COC(=O)c1ccc(SCC(=O)NC2CCCCC2)c([N+](=O)[O-])c1	1.0	1%	2%	2%	i	i	7.1%	u	-3%
CC(C)c1ccc(C2NC(=O)CCC2[N+](=O)[O-])cc1 (stereo not drawn)	-0.3	2%	-2%	0%	i	i	-0.6%	u	14%
C=CCN1C(=O)C(O)(CC(=O)c2ccc(OC)cc2OC)c2cc(Br)ccc21 (stereo not drawn)	1.7	0%	6%	2%	i	i	4.5%	u	-9%
Cn1c(NC(=O)COc2ccccc2)cc(=O)n(C)c1=O	0.5	0%	-31%	5%	x	i	1.9%	18%	4%
O=C1N(c2ccccc2)C2CS(=O)(=O)CC2N1c1ccc(Br)cc1 (stereo not drawn)	0.5	1%	7%	9%	i	i	0.0%	-14%	6%
CN(CC(=O)NCCCc1ccccc1)S(=O)(=O)c1ccc(Br)cc1	0.5	1%	4%	-20%	i	i	0.1%	-7%	-1%
Cc1ccc(-c2nc3scc(CCNC(=O)Cc4ccc(Cl)cc4)n3n2)cc1	x	x	-33%	-13%	x	u	8.9%	x	-12%
Cc1nn(CC(=O)NC(=O)c2ccccc2)c(C)c1[N+](=O)[O-]	-2.9	-2%	-3%	-3%	i	i	-1.2%	-23%	6%
CCOC(=O)C(NC(=O)c1ccccc1Cl)(Nc1ccc(C(F)(F)F)cc1)C(F)(F)F (stereo not drawn)	-3.3	0%	-6%	-27%	i	i	4.5%	17%	-1%
C=CCNc1nc2c3ccccc3n(C(C)=O)c2s1	-0.8	-8%	-20%	-7%	i	i	u	16%	-4%
Cc1ccc(S(=O)(=O)Nc2ccccc2)cc1[N+](=O)[O-]	2.0	x	-5%	-5%	i	u	4.2%	0%	-5%
Cc1ccccc1NC(=O)c1sc(Cl)nc1-c1ccccc1	-21	x	-13%	3%	i	i	16%	19%	1%
C=C(C)C(=O)Nc1cccc(C2=NOC3(C2)C[C@H](C(N)=O)N(C(=O)c2ccccc2)C3)c1 (stereo partly drawn)	-0.8	1%	-12%	u	i	i	-0.7%	-3%	-2%
C/C(=N\NC(=O)c1cc2ccccc2cc1O)c1cc2ccccc2o1	-1.1	-2%	-65%	u	i	i	1.6%	u	-16%
CC1=C(C(=O)Nc2ccc(Cl)cc2)C(CC(C)C)n2nc(SCc3ccccc3C)nc2N1 (stereo not drawn)	x	x	1%	10%	x	i	-0.7%	21%	9%
Additional results
SMILES	CCT chaperon mod	MmCpn inh	HepG2 tox	TGFb SMAD3 inh	Akt phos inh	S2 tox	Nrf2 ARE act	Nrf2 block	A549 viability
O=C1CCCN1c1ccc(S(=O)(=O)NCCc2ccc(Cl)cc2)cc1	-1.1	-1%	-23%	-2%	i	i	2.5%	-17%	9%
COC(=O)c1ccc(NCCC(=O)O)cc1	-2.2	-1%	1%	8%	i	i	-0.4%	-11%	0%
CCOc1ccc(C(=O)NCC(=O)NC(C)c2ccc(-n3ccnc3)cc2)cc1OCC (stereo not drawn)	-3.8	2%	-11%	3%	i	u	0.2%	-19%	-8%
O=C(CN1CCN(CC(=O)Nc2ccc3c(c2)OC2(CCCCC2)O3)CC1)Nc1cccc(F)c1	-1.3	x	-10%	u	i	u	0.5%	u	u
CCN1CCN(Cc2coc3ccc(C)cc3c2=O)CC1	-2.9	0%	-12%	10%	i	i	2.9%	x	13%
COc1ccc(CC(=O)OCC(=O)Nc2cc(S(=O)(=O)N3CCOCC3)ccc2N2CCCC2)cc1	-2.8	1%	0%	-12%	i	i	4.8%	-10%	9%
COCC1CCCN(C(=O)c2cc(COc3ccc4ncccc4c3)on2)C1 (stereo not drawn)	-0.6	-1%	-3%	u	i	i	-0.3%	8.2µM*	-18%
CC(CC(=O)Nc1ccc(F)cc1)S(=O)(=O)c1cc2c3c(c1)CCN3C(=O)CC2 (stereo not drawn)	x	x	0%	-13%	x	i	-0.7%	2%	-5%
O=Cc1ccc2cccnc2n1	1.6	-1%	1%	-2%	i	i	10%	7%	2%
Cc1ccc(NC(=O)Cn2cnc([N+](=O)[O-])c2)cc1C	0.3	1%	-5%	-2%	i	i	0.4%	x	u
Cc1ccc(NC(=O)C2C3CCCCC32)cc1[N+](=O)[O-] (stereo not drawn)	-2.2	2%	9%	-12%	i	i	4.6%	u	-3%
COC(=O)c1cccc(NC(=O)/C=C/c2ccc3c(c2)OCO3)c1	-1.6	2%	-24%	-3%	i	i	-1.5%	u	2%
Cc1ccc(C2=NS(=O)(=O)N(C)C(C(=O)NCc3ccccc3)=C2)cc1	-0.1	1%	-17%	5%	i	i	-0.1%	6%	-3%
CCOc1ccccc1NC(=O)NC(=O)N(C)S(=O)(=O)c1ccc(C)cc1	-6.6	0%	5%	-3%	i	i	0.3%	3%	2%
CCC1CCCCN1CCCNC(=O)c1cn(C)c2ccc(S(=O)(=O)N3CCOCC3)cc2c1=O (stereo not drawn)	1.1	1%	9%	-3%	i	i	-0.7%	25%	4%
O=C(CNC(=O)COc1ccccc1)NCCc1ccccn1	0.0	0%	-30%	3%	i	i	-0.5%	-23%	-10%
Cc1ccsc1-c1n[nH]c(=S)n1CC(C)C	-2.6	-13%	-84%	0%	i	i	-0.6%	-11%	5%
O=C(COc1ccccc1)NCC(=O)N/N=C/c1ccc(Br)cc1	-0.2	-2%	1%	-4%	i	i	-1.2%	-1%	10%
O=C(O)CCCc1ccccc1	-2.3	2%	-11%	3%	i	i	-1.0%	-4%	-1%
O=C(Nc1ccc(F)c(Cl)c1)c1cc(C2CCCN(C(=O)c3cccs3)C2)on1 (stereo not drawn)	-0.2	x	-36%	-1%	i	i	8.3%	x	x
CC(Sc1nnc(-c2cccs2)n1Cc1ccccc1)C(=O)NCc1ccc2c(c1)OCO2 (stereo not drawn)	2.7	-1%	-14%	7%	i	i	2.6%	2%	3%
CCCNC(=O)Nc1ccc2c(c1)N(C)C(=O)c1ccccc1S2	-0.4	0%	-13%	15%	i	i	-0.2%	-24%	11%
CCOC(=O)c1c(OCCO)noc1N	-0.9	2%	0%	-5%	i	i	-0.5%	-2%	8%
Cc1ccnc(NC(=O)c2cc([N+](=O)[O-])cc([N+](=O)[O-])c2)c1	-1.2	1%	-4%	-4%	i	i	3.2%	2%	8%

Entries from the list above that have two or more sulfur atoms (two):
SMILES	CCT chaperon mod	MmCpn inh	HepG2 tox	TGFb SMAD3 inh	Akt phos inh	S2 tox	Nrf2 ARE act	Nrf2 block	A549 viability
Cc1ccsc1-c1n[nH]c(=S)n1CC(C)C	-2.6	-13%	-84%	0%	i	i	-0.6%	-11%	5%
CC(Sc1nnc(-c2cccs2)n1Cc1ccccc1)C(=O)NCc1ccc2c(c1)OCO2 (stereo not drawn)	2.7	-1%	-14%	7%	i	i	2.6%	2%	3%

Profiles as entered above. Order of screens: CCT chaperon mod	MmCpn inh	HepG2 tox	TGFb SMAD3 inh	Akt phos inh	S2 tox	Nrf2 ARE act	Nrf2 block	A549 viability
Profile of O=Cc1ccc2cccnc2n1 : 1.6	-1%	1%	-2%	i	i	10%	7%	2%
Profile of CCOc1ccccc1NC(=O)NC(=O)N(C)S(=O)(=O)c1ccc(C)cc1 : -6.6	0%	5%	-3%	i	i	0.3%	3%	2%

Five compounds already listed, arranged by their value in Nrf2 ARE act, rising:
molecule	Nrf2 ARE act
CCCNC(=O)Nc1ccc2c(c1)N(C)C(=O)c1ccccc1S2	-0.2%
CC(Sc1nnc(-c2cccs2)n1Cc1ccccc1)C(=O)NCc1ccc2c(c1)OCO2 (stereo not drawn)	2.6%
C=CCN1C(=O)C(O)(CC(=O)c2ccc(OC)cc2OC)c2cc(Br)ccc21 (stereo not drawn)	4.5%
O=C(Nc1ccc(F)c(Cl)c1)c1cc(C2CCCN(C(=O)c3cccs3)C2)on1 (stereo not drawn)	8.3%
CN(C)c1ccc(NC(=O)CN2C(=O)c3ccccc3Sc3ccc(C(=O)N4CCCC4)cc32)cc1	10%
